NIH3T3 tox = Cytotoxic Profiling in NIH 3T3 Cell Line of Diverse Libraries Using Quantitative High-Throughput Screening. 4.3% of 94,000 active. Potency, µM (highest dose often 96.7 µM), for inactives: at the highest dose activity change, negative = cytotoxicity, usual class: inhibitors. AID 1345082, 2018. NIH 3T3 viability, CellTiter-Glo ATP luminescence, 48-72 h; further: potency means the concentration at half of the fitted maximal effect; nearly all actives have a fitted effect of over 55% in size
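Cytotoxicity is measured as loss of cellular ATP: NIH 3T3 cells (400/well) are exposed to compound for 48 or 72 hr at 37 °C, then CellTiter-Glo luminescence is imaged after 10 min at room temperature.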
HEK293 viab = GF-AFC viability counterscreen for inhibitors of alpha-synuclein gene (SNCA) expression; HEK-293-SNCA-luc viability, GF-AFC fluorescence, 24 h; Potency, µM (series often up to 57.1 µM), for the others: top-dose activity change, negative = cytotoxicity, hits mostly cytotoxic; 0.12% of 150,000 active; AID 1671193, 2021;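 further: potency means the concentration at half of the fitted maximal effect; 0% = DMSO-treated cells and -100% = medium-only wells without cells; nearly all actives have a fitted effect of over 30% in size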
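HEK-293-SNCA-luc cells (1500/well) plated 24 h, then exposed 24 h to a dilution series; GF-AFC added 30 min at 37C, fluorescence 405/540 nm; normalised to medium-only and DMSO wells, Hill fit.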
SNCA expr inh = Primary qHTS assay for inhibitors of alpha-synuclein gene (SNCA) expression; HEK-293 SNCA-luciferase knock-in, luminescence, 24 h; Potency, µM (titrated, usually from 57.2 µM), inactives show at the top dose activity change, negative = inhibition, most hits filed as inhibitors; 0.17% of 140,000 active; AID 1671194, 2021;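 further: potency means the concentration at half of the fitted maximal effect; plate controls were DMSO cells for no effect and cell-free wells for full effect; nearly all actives have a fitted effect of over 45% in size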
HEK293 tox = Cytotoxic Profiling in HEK 293 Cell Line of Diverse Libraries Using Quantitative High-Throughput Screening. AID 1345083, 2018. HEK 293 viability, ATP luminescence (CellTiter-Glo), 48-72 h. 6.6% of 94,000 active. Potency, µM (series often up to 115 µM), for the others: at the highest dose activity change, negative = cytotoxicity, usual class: inhibitors; further: potency means the concentration at half of the fitted maximal effect; nearly all actives have a fitted effect of over 60% in size
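250 HEK 293 cells/well; compound by pintool; incubated 48 or 72 hr at 37 degree Celsius; CellTiter-Glo added, 10 min RT, luminescence imaged.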
Luciferase inh = Firefly luciferase inhibition profiling of diverse chemical library using quantitative high-throughput screening. Luciferin 4-monooxygenase (Photinus pyralis), P08659. purified P. pyralis luciferase, luminescence, biochemical. Potency, µM (top dose mostly 115 µM), inactives show at the top dose activity change, negative = inhibition, usual class: inhibitors. 2.5% of 76,000 active. AID 1347043, 2019; further: potency means the concentration at half of the fitted maximal effect; nearly all actives have a fitted effect of over 65% in size
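FLuc 10nM, D-luciferin 10uM, ATP 10uM, Mg acetate 10mM, Tris acetate pH 7.5, Tween/BSA; cpd qHTS; enzyme added last; CCD luminescence.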
GPT2 inhibitor = Primary qHTS assay for inhibitors of Glutamate pyruvate transaminase 2 (GPT2). 0.25% of 100,000 active. Potency, µM (series often up to 57.7 µM), for inactives: at the highest dose activity change, negative = inhibition, usual class: inhibitors. Recombinant GPT2, coupled pyruvate oxidase/HRP Amplex Red fluorescence. AID 1671188, 2021. Alanine aminotransferase 2 (Homo sapiens), Q8TD30; further: potency means the concentration at half of the fitted maximal effect; nearly all actives have a fitted effect of over 60% in size; many of its hits are not listed in these tables
Target sequence (Q8TD30 whole entry, looked up): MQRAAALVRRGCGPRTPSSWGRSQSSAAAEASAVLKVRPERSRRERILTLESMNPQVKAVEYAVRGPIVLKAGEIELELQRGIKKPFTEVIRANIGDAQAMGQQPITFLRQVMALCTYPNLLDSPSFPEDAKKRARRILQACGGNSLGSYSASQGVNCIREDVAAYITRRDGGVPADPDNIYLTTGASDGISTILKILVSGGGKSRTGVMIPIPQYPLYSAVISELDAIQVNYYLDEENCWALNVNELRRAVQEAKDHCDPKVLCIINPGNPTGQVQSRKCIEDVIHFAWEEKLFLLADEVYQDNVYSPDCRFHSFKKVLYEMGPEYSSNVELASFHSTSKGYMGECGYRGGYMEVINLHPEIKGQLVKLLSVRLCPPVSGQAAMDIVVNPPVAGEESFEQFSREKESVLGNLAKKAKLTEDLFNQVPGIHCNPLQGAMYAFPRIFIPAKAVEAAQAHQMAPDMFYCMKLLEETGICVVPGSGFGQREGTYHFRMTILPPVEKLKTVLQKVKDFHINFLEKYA
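Inhibition is scored from Amplex Red fluorescence generated when pyruvate oxidase and HRP act on pyruvate released by GPT2. Reactions contain 10ng/uL enzyme, 250uM a-KG and 2mM L-alanine and run 30 min at room temperature.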
IP6K1 inhibitor = Primary qHTS assay for small molecule inhibitors of Inositol hexaphosphate kinase 1 (IP6K1); IP6K1 kinase, ADP-Glo luminescence, 2 h; stronger effect = lower value; Inositol hexakisphosphate kinase 1 (Homo sapiens), Q92551; activity change, % (series mostly up to about 58 µM); 0.81% of 140,000 active; in the data active means activity change below about -25%
Target sequence (Q92551 whole entry, looked up): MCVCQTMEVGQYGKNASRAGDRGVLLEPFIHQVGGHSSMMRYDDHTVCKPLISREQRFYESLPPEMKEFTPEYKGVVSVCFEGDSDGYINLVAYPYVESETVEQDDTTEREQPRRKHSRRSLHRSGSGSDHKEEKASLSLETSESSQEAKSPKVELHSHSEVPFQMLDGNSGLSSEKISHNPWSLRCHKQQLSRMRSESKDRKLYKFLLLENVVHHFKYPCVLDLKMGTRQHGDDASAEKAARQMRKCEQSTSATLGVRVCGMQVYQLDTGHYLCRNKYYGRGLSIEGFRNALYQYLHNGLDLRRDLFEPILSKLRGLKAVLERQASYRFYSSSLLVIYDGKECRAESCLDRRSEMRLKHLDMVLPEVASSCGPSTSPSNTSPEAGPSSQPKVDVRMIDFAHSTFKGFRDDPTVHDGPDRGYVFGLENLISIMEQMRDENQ
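ADP-Glo luminescence measures ADP made by human IP6K1 during a 2 h RT reaction with ATP/IP6 (mix at 1.3 mM/130 uM); top library doses 57.5 and 19.1 uM final.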
Active calls of the source: *; i = inactive; ? = inconclusive; . = not tested or not shown; [ ] = dose if it differs, or a comment. Unless noted, the call rests on the fitted dose curve; in most records, active means well fitted curve in the direction sought with a large enough effect; inconclusive means small, poorly fitted or top-dose-only effect, or another doubt; inactive means no such curve, though single readings can be large; an effect the other way counts as inactive or inconclusive. Unless noted, on the % scale 0 is the no-effect control and ±100 the full control effect.

A first look:
SMILES	NIH3T3 tox	HEK293 viab	SNCA expr inh	HEK293 tox	Luciferase inh	GPT2 inhibitor	IP6K1 inhibitor
C[C@@H](NC(=O)C1=C[C@@H](NC(=O)Cc2cccs2)[C@@H](O)[C@H](O)C1)C(N)=O	i	2%[87.6 µM]	-11%[87.6 µM]	i	0%[172 µM]	1%[88.5 µM]	-6
COCc1noc([C@@H]2CC(F)(F)CN2C(=O)c2c(C)noc2C)n1	-14%	10%	-11%	-30%	-7%	-4%	10
CCc1cc(C(=O)NCc2ccccc2)no1	.	5%	72%[activator]	.	.	.	-13
O=C(Cc1c[nH]c2ncc(-c3cccnc3)cc12)NC1CCOCC1	?	5%[87.6 µM]	9%[87.6 µM]	-18%[172 µM]	-9%[172 µM]	i	-21
Cc1nc(-c2cccnc2)ncc1C(=O)N1CC[C@](C)(O)C(C)(C)C1	-2%	3%	?	2%	-5%	3%	7

The whole of this part, from the first entry:
SMILES	NIH3T3 tox	HEK293 viab	SNCA expr inh	HEK293 tox	Luciferase inh	GPT2 inhibitor	IP6K1 inhibitor
C[C@@H](NC(=O)C1=C[C@@H](NC(=O)Cc2cccs2)[C@@H](O)[C@H](O)C1)C(N)=O	i	2%[87.6 µM]	-11%[87.6 µM]	i	0%[172 µM]	1%[88.5 µM]	-6
COCc1noc([C@@H]2CC(F)(F)CN2C(=O)c2c(C)noc2C)n1	-14%	10%	-11%	-30%	-7%	-4%	10
CCc1cc(C(=O)NCc2ccccc2)no1	.	5%	72%[activator]	.	.	.	-13
O=C(Cc1c[nH]c2ncc(-c3cccnc3)cc12)NC1CCOCC1	?	5%[87.6 µM]	9%[87.6 µM]	-18%[172 µM]	-9%[172 µM]	i	-21
Cc1nc(-c2cccnc2)ncc1C(=O)N1CC[C@](C)(O)C(C)(C)C1	-2%	3%	?	2%	-5%	3%	7
O=[S+]1([O-])CCCN1C1CCN([S+](=O)([O-])c2cccc(C(F)(F)F)c2)CC1	-9%	0%	-7%	-17%	0%	i	1
Cc1noc(Cn2c(=O)c3cc4c(cc3n(CC(=O)Nc3ccc(C(C)C)cc3)c2=O)OCO4)n1	.	0%	40%[activator]	.	.	.	-5
Cc1ccc2cccc(NC(=O)COc3cc(C)c(Cl)c(C)c3)c2n1	.	2%	-15%	.	.	.	-3
CCC(C(=O)OCCOCCN(CC)CC)c1ccccc1 (stereo not drawn)	.	38%[23.9 µM]	-20%[25.6 µM]	.	.	-9%	-6
Cc1ccc(NC(=O)c2cc3n(n2)CC(c2ccc(Cl)cc2)OC3)cc1F (stereo not drawn)	?	3%	-17%	?	-3%	i	26
CCCNC(=O)C12CCCC=C1N(CC)C(=O)CC2 (stereo not drawn)	-4%	1%	-11%	0%	2%	i	5
CCN(CC)c1ccc(NC(=O)CN2CCN(S(=O)(=O)c3cc(Cl)ccc3OC)CC2)cc1	.	-14%	?	.	.	.	10
CC(C)=CC(=O)NCCC[C@H](NC(=O)[C@@H]1[C@@H](NC(=O)Nc2ccc(F)cc2F)CCN1C(=O)C=C(C)C)C(N)=O	i	-6%	48%[activator]	i	1%	-1%	-5
FC(F)(F)c1cccc(N2CCN(Cc3nnc(-c4ccc5c(c4)OCO5)o3)CC2)c1	.	-3%	-8%	.	.	.	2
CC(=O)N[C@@H]1[C@@H](NC(=O)c2cn[nH]n2)[C@H]2CCO[C@H]21	-6%	-5%	-26%	-27%	8%	-13%	7
CCOc1ccc(-c2c(C)nn3c(C)c(C(=O)NCCc4ccccc4)cnc23)cc1OCC	.	-6%	-12%	.	.	.	14
Cc1ccc2nc(COc3cccc(NC(=O)COc4ccccc4F)c3)cc(=O)n2c1	.	3%	98%[activator]	.	.	.	26
O=C(c1ccccn1)N1CCC(Nc2cccnc2)C1 (stereo not drawn)	-1%	9%	-7%	-9%	-11%	?	6
COc1ccc(-c2noc([C@@H]3C[C@@H](O)CN3Cc3ncc[nH]3)n2)cc1	-15%[138 µM]	-5%[87.6 µM]	91%[activator][87.6 µM]	-17%[172 µM]	?	1%[88.5 µM]	4
Fc1cccc(Nc2cnc3ccc(-c4ccccc4)nn23)c1	?	-11%[87.6 µM]	-3%[87.6 µM]	?	?	?	-18
O=C(Cn1ccn2nc(-c3ccc(F)cc3)c(CO)c2c1=O)Nc1ccccc1	3%	2%	-21%	-1%	-1%	-8%	5
O=C(O)c1cccc(CN2CC(CNc3ccccc3)C3(C2)CN(c2ccccc2)C3)c1 (stereo not drawn)	?	4%[87.6 µM]	1%[87.6 µM]	-24%[172 µM]	-4%[172 µM]	2%[88.5 µM]	-3
CCNC(=O)OC1CN(CC(C)C)C(=O)CN(C(=O)c2cccs2)C1 (stereo not drawn)	?	.	.	-12%	.	.	39
Cc1cc(N2CCC3(CC2)C(C(=O)O)CC(=O)N3C)ccn1 (stereo not drawn)	i	4%	-2%	3%	-3%	?	20
CCOCCn1c(=O)n(CCn2cc(Cl)cn2)c2cc(C(=O)O)cnc21	i	3%	-6%	i	12%	i[11.5 µM]	-13
COc1ccc(Nc2cc3c(cn2)CN(C)CCN3)cc1OC	?	-12%[87.6 µM]	51%[activator][87.6 µM]	-30%[172 µM]	-11%[172 µM]	?	-2
Cn1c(=O)oc2cc(S(=O)(=O)Nc3ccc(C(=O)O)cc3)ccc21	.	5%	-5%	.	.	.	-9
O=C(N1CCOCC1)N1CCC2(CC1)CC(c1cccc(C(F)(F)F)c1)=NO2	-28%	.	.	?	.	.	6
CCNC(=O)N1CCN(Cc2c(C)noc2C)CC1	2%	11%	-5%	9%	0%	i	0
Cc1cccc(OCC2(CNC(=O)c3cccc(F)c3)C[C@@H](O)[C@@H](O)C2)n1 (stereo partly drawn)	-20%[174 µM]	-4%[87.6 µM]	?	-19%[172 µM]	-6%[172 µM]	i	-8

Single records, from the list above. Screens in order: NIH3T3 tox	HEK293 viab	SNCA expr inh	HEK293 tox	Luciferase inh	GPT2 inhibitor	IP6K1 inhibitor
`COc1ccc(Nc2cc3c(cn2)CN(C)CCN3)cc1OC` reads ?	-12%[87.6 µM]	51%[activator][87.6 µM]	-30%[172 µM]	-11%[172 µM]	?	-2
`Cc1ccc2nc(COc3cccc(NC(=O)COc4ccccc4F)c3)cc(=O)n2c1` reads .	3%	98%[activator]	.	.	.	26
`Fc1cccc(Nc2cnc3ccc(-c4ccccc4)nn23)c1` reads ?	-11%[87.6 µM]	-3%[87.6 µM]	?	?	?	-18
`O=C(c1ccccn1)N1CCC(Nc2cccnc2)C1` (stereo not drawn) reads -1%	9%	-7%	-9%	-11%	?	6
`O=C(O)c1cccc(CN2CC(CNc3ccccc3)C3(C2)CN(c2ccccc2)C3)c1` (stereo not drawn) reads ?	4%[87.6 µM]	1%[87.6 µM]	-24%[172 µM]	-4%[172 µM]	2%[88.5 µM]	-3

(listing goes on)
SMILES	NIH3T3 tox	HEK293 viab	SNCA expr inh	HEK293 tox	Luciferase inh	GPT2 inhibitor	IP6K1 inhibitor
Cc1ccc(-n2nc(-c3ccc(F)cc3)c3cnc4cc5c(cc4c32)OCO5)cc1C	.	-1%	-4%	.	.	.	-4
CC1=C(C(=O)N2CC3CC(C2)[C@H]2CCCC(=O)N2C3)C2(CCCCC2)OC1=O (stereo partly drawn)	i	-15%	-4%	14%	-4%	i	13
CCCn1nc(C)cc1CN(C)C(=O)c1ccc2c(c1)C(O)CCCCCN2CCOC (stereo not drawn)	?	-15%	-17%	-25%	1%	i	6
C[S+](=O)([O-])N1CCC2(CC1)C(=NC1CCCCC1)NC(=O)N2c1cccnc1	-8%	-2%	-11%	-5%	2%	-3%	0
Cc1cccc(NC(=O)N2CCN(C(=O)c3nsc4ccccc34)CC2)c1C	.	3%	?	.	.	.	-5
COc1cccc(NC(=O)CSc2nc3c(oc4ccccc43)c(=O)n2Cc2ccco2)c1	.	-11%	-6%	.	.	.	2
COCCOCc1nc(C2CCN(C(=O)Nc3ccccc3)CC2)no1	-9%	1%	6%	-2%	7%	i	-9
COc1ccc(NC(=O)c2ccc3c(c2)OCCN(c2ccccc2)C3)c(F)c1	-39%[138 µM]	-19%[87.6 µM]	1%[87.6 µM]	?	-19%[172 µM]	-15%[88.5 µM]	0
Cn1nc(C2CCNC2)c2c(C(=O)NCc3cccs3)cc(C3CC3)nc21 (stereo not drawn)	3%	-6%	3%	-24%	.	4%	-9
O=C(N[C@H](Cc1ccccn1)C1CC(O)C1)c1cccc(-n2cnnc2)c1 (stereo partly drawn)	2%	1%	10%	3%	4%	?	46
O=C(c1ccccc1)N1CCc2nc(-c3ccccc3)nc(-c3ccc(Cl)cc3)c2C1	?	-5%	-9%	?	1%	-3%	-1
Cc1ccccc1N1Cc2c(NCC3CC3)ncnc2N(C)CC1=O	-15%	-4%	-5%	-5%	-9%	-19%	-6
Cc1ccc(OCC(=O)Nc2ccc3nn(-c4ccc(C)cc4)nc3c2)cc1	.	7%	56%[activator]	.	.	.	2
CN1CC(=O)N(c2ccccc2)Cc2c(NCCO)ncnc21	-18%[138 µM]	0%[87.6 µM]	18%[87.6 µM]	-8%[172 µM]	-9%[172 µM]	?	-4
CNC(=O)[C@@H]1CN(Cc2cccc(OC)c2)C[C@H]1CO	i	-3%	-6%	-3%	1%	-5%	2
Cn1cccc1C(=O)C(=O)N1CCN(c2cccc(Cl)c2)C(=O)C1	1%	14%	19%	-6%	0%	-11%	-4
CCOc1ccc(CC(=O)NC2CCN(c3cc(-c4ccc(F)cc4)[nH]n3)CC2)cc1OCC	?	-28%	?	?	7%	-22%	23
CN(C)c1cccc(C(=O)N2CCC3(CC2)N=C(c2ccc(Br)cc2)NO3)c1	?	16%	3%	?	?	i	-5
CC(=O)N1CCCc2cc(S(=O)(=O)N3CCCC(C(=O)N4CCN(c5cc(C)ccc5C)CC4)C3)ccc21 (stereo not drawn)	.	1%	?	.	.	.	46

This is a subset; the hit share may differ from the screen's.
